Screens deposited in PubChem by National Center for Advancing Translational Sciences (NCATS).
PI4K2A inh – blocks human PI4K2A kinase activity. Q9BTU6. purified PI4K2A, ADP-Glo luminescence, 1 h; stronger effect = lower value. activity change, negative = inhibition, % at 76.9 µM. 0.13% of 420,000 active. AID 1346378; in the data active = activity change below about -50%; inconclusive = mostly about -30% to -49%;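 note: -100% = wells without enzyme as full effect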
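ADP-Glo luminescence measured ADP generated by PI4K2A enzyme (4 ug/mL before mixing) with 1.2 mM PI substrate (pre-mix) and 300 microM ATP (pre-mix). Tris pH7.5 buffer with MgCl2, Triton X-100; 1 h reaction at ambient temperature.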
D2 agonist – agonists of human D2 dopamine receptor | HEK293 T-REx D2 cells, calcium flux agonist mode | AID 485358 | 0.53% of 340,000 active | activation, % at 2 µM;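 active = activation over 3 SD above normal in the single-dose calcium agonist read, cut at about 30% in these data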; note: 0% is about no effect
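Tetracycline-induced HEK293 Trex cells with D2 receptor force-coupled to calcium signaling, plated overnight at 30 C and loaded with no-wash calcium dye. Calcium flux read kinetically for 180 s after compound addition; responses flag agonists.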
TrxR1 inh – blocks rat thioredoxin reductase 1; AID 588453; recombinant rTrxR1, NADPH fluorescence consumption, selenite substrate; 1% of 390,000 active; O89049; Potency, µM (highest dose often 114 µM), for inactives: at the top dose activity change, negative = inhibition, usual class: inhibitors; note: potency is the fitted concentration of half-maximal effect; % is set by controls: 0 for no effect and ±100 for the full control effect; nearly all actives have a fitted effect of over 65% in size
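Rat TrxR1 (90 nM in the dispensed reagent) was pre-reduced with 400 uM NADPH for 5 min at room temperature, then incubated with compound for 15 min. After 400 uM selenite was added, NADPH fluorescence (Ex 340/Em 450 nm) was followed for 8 min.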
TRHR enhancer – TRH receptor (human) allosteric enhancement. enhancement, % at 2 µM. P34981. TRHR cells, fluo-8 calcium fluorescence, EC20 TRH enhancement. 0.66% of 360,000 active; in the data active = enhancement above about 30%; note: 0% is about no effect
Target sequence (P34981 whole entry, looked up): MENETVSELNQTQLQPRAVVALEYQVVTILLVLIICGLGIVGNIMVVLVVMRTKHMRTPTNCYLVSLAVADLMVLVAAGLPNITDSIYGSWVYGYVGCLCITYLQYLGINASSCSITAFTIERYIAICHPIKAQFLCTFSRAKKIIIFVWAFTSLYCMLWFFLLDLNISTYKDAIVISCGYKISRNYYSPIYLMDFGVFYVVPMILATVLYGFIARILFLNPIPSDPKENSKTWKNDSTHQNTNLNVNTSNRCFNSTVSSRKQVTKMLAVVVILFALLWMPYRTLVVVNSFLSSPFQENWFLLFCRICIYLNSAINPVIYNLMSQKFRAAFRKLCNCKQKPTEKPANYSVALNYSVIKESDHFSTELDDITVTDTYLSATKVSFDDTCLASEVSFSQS
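TRHR-expressing cells loaded with fluo-8 calcium dye were read kinetically (ex 480/em 530) during compound addition, then stimulated with an EC20 of TRH (10 nM final). Enhancement of the Gq-mediated intracellular calcium response was scored.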
D2 antagonist – antagonists of human D2 dopamine receptor | 2% of 340,000 active | HEK293 TREx D2 cells, calcium flux, dopamine EC80 | AID 485344 | inhibition, % at 10 µM; in the data active = inhibition above about 30%; note: 0% is about no effect
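Antagonism is scored as inhibition of an EC80 dopamine-evoked calcium signal in a force-coupled, tetracycline-inducible HEK293 T-REx D2 line, with compound present 180 s before agonist.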
USP1 inh – inhibitors of human USP1/UAF1 deubiquitinase; AID 743255; 0.23% of 390,000 active; O94782; Potency, µM (titrated, usually from 57.1 µM), for inactives: top-dose activity change, negative = inhibition, actives largely listed as inhibitors; recombinant USP1/UAF1, Ub-Rhodamine cleavage fluorescence; note: potency is the fitted concentration of half-maximal effect; % is set by controls: 0 for no effect and ±100 for the full control effect; nearly all actives have a fitted effect of over 60% in size; inactives centre near -12
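USP1/UAF1 complex (1 nM) preincubated 15 min at room temperature with compound, then Ub-Rho substrate (150 nM final) added. Kinetic fluorescence at 480/540 nm over 6 reads at 60 s intervals; 50 mM HEPES pH 7.8, 0.5 mM EDTA, 0.1 mg/ml BSA, 1 mM TCEP, 0.01% Tween-20.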
TrxR1 substrate – rat thioredoxin reductase 1 substrate activity. 0.01% of 390,000 active. O89049. purified TrxR1 substrate turnover, NADPH consumption readout. AID 588456. Potency, µM (top dose mostly 114 µM), inactives show at the top dose activity change, negative = substrate turnover; note: potency is the fitted concentration of half-maximal effect; % is set by controls: 0 for no effect and ±100 for the full control effect; nearly all actives have a fitted effect of over 50% in size
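Rat TrxR1, dispensed at 90 nM, was prereduced with 400 uM NADPH (final) for 5 min at ~22 deg C, then incubated with compound 15 min before 400 uM selenite. A first-read NADPH fluorescence drop versus no-compound background flagged substrates.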
mIDH1 inhibitor – inhibitors of human mutant IDH1 R132H; 0.093% of 390,000 active; O75874; Potency, µM (highest dose often 76.6 µM), without a hit: at the highest dose activity change, negative = inhibition, hits mostly inhibitors; IDH1-R132H enzyme, NADPH consumption, diaphorase/resazurin fluorescence; note: potency is the fitted concentration of half-maximal effect; % is set by controls: 0 for no effect and ±100 for the full control effect; nearly all actives have a fitted effect of over 65% in size
Target sequence (O75874 whole entry R132H, stated change not applied): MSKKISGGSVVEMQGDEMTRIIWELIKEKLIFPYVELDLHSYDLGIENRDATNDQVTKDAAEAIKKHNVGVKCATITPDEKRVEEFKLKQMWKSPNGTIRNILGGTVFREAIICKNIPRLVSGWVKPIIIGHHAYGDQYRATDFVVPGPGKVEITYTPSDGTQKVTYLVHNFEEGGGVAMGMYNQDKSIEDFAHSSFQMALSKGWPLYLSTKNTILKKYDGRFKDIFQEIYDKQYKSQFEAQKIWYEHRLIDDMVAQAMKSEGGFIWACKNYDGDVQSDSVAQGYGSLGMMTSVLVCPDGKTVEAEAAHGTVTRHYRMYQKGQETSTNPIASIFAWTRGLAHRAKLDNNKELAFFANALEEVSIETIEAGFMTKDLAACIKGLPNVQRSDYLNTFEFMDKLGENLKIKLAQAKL
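IDH1-R132H (0.5 ug/mL dispensed) in pH 7.5 Tris buffer was preincubated 30 min with compound, then given a substrate mix of 0.016 mM NADPH and 2 mM alpha-KG for 80 min at room temperature; remaining NADPH was read by diaphorase/resazurin fluorescence.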
TRHR agonist – agonists of human TRH receptor; P34981; TRHR cells, calcium flux fluo-8, FDSS agonist mode; activation, % at 2 µM; 0.18% of 360,000 active; in the data active = activation above about 30%; note: 0% is about no effect
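Agonist-mode FDSS calcium read (Ex 480/Em 530, 1 s cycles) in 1536-well TRHR cells with fluo-8 dye, after 10-cycle baseline and 23 nL compound addition; TRH at EC20 (10 nM final) added afterwards for the enhancer phase.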
An asterisk follows results filed as active; u = inconclusive; x = no result given; [ ] = dose if it differs, or a comment. Unless noted, calls come from the whole dose curve; as a rule, active = well fitted inhibition curve with a large enough effect; inconclusive = small, poorly fitted or top-dose-only effect; inactive = no such curve, though single readings can be large or run the other way.

SMILES | PI4K2A inh | D2 agonist | TrxR1 inh | TRHR enhancer | D2 antagonist | USP1 inh | TrxR1 substrate | mIDH1 inhibitor | TRHR agonist
CC(C)Cc1ccc(C(=O)NCCOc2ccccc2)o1 | -3 | -2.9 | 2% | -1 | -17 | -5% | 1% | 9% | -0.5
Cc1ccc(Oc2ncccc2C(=O)NCC(=O)O)cc1 | 0 | 0.2 | 11%[57.1 µM] | 5 | -3 | -7% | -6%[57.1 µM] | 15% | 0.6
CCOC(=O)c1nc(Nc2ccccc2CC)c2ccccc2n1 | -5 | 0.0 | 44%[activator][57.1 µM] | -8 | 33* | -19% | 18%[57.1 µM] | 5% | -0.6
O=C(Nc1ccc(-n2cnnn2)cc1)C1CCCCC1 | 7 | 1.0 | -9% | 5 | 8 | -9% | -12% | 4% | 0.8
COc1ccccc1NC1C=CS(=O)(=O)C1 (configuration not stated) | 0 | 0.2 | 2% | 17 | -5 | -19% | 3% | 1% | -1.6
O=C(NCCN1CCOCC1)c1ccc(S(=O)(=O)Nc2ccccc2)cc1 | 1 | x | 10% | x | x | -15% | 0% | -17% | x
O=C(C1CCCN(S(=O)(=O)c2ccc(Br)s2)C1)N1CCN(c2ccccc2F)CC1 (configuration not stated) | 2 | -0.1 | 10% | 10 | x | -12% | -5% | -8% | -0.6
CC(=O)N=c1sc(S(N)(=O)=O)nn1C | 1 | -1.8 | 2% | -4 | -10 | u | 5% | 7% | -0.2
CC(C)OP(C)(=O)CN1CCN(CP(C)(=O)OC(C)C)CC1 (configuration not stated) | -1 | 0.1 | -21% | 1 | 8 | -1% | 2% | -2% | 0.4
Cc1nn(-c2ccc(N3CCCCC3)nn2)c(C)c1CCC(=O)NCc1ccc(Cl)cc1 | -9 | -0.4 | 17%[57.1 µM] | -2 | x | -3% | 5%[57.1 µM] | 19% | -0.6
Cc1[nH]n(-c2ccccc2)c(=O)c1/C=N/NC(=O)C(C)C | -13 | -1.0 | 6% | 3 | -15 | -19% | -5% | 10% | -0.4
Cc1ccc(NS(=O)(=O)c2ccc(OCC(N)=O)cc2)cc1 | -1 | -0.6 | 2% | 8 | -16 | -11% | -1% | 10% | 0.1
CCOc1ccc(-c2c(C(=O)N/N=C/c3ccco3)nnn2-c2nonc2N)cc1 | -6 | -0.6 | -16% | 6 | -28 | -21% | -6% | 6% | -0.5
CC(C)(C)OC(=O)N1CCC(C(=O)Nc2ccc3c(c2)CCC3)CC1 | -2 | -0.6 | -2% | -3 | 9 | -5% | -13% | 9% | -0.5
COc1ccc(NC(=O)CSc2nc(C)cc(C)n2)c([N+](=O)[O-])c1 | 2 | 0.5 | 15%[57.1 µM] | 9 | -11 | -7% | -6%[57.1 µM] | 7% | -0.4
N/C(=N\OC(=O)COc1ccccc1Cl)c1ccc(Cl)cc1 | 8 | -0.8 | 16%[57.1 µM] | -7 | 5 | -18% | 11%[57.1 µM] | 2% | 2.0
COc1ccccc1NC(=O)CSc1nnc(CC(=O)Nc2ccccc2F)n1C | -1 | x | 4% | 3 | x | -4% | 1% | 12% | -2.0
Cc1ccc(S(=O)(=O)N(CC(=O)N/N=C\c2cccs2)c2cccc3cccnc23)cc1 | -5 | -1.5 | -6% | 3 | 6 | -25% | -1% | 1% | -1.3
CCOC(=O)c1ccc(NC(=O)CCn2nnc3ccccc32)cc1 | 0 | -0.8 | 16%[57.1 µM] | 26 | 3 | -1% | 7% | 3% | 0.2
Cc1cc(-c2csc(Nc3ccccn3)n2)ccc1F | -6 | 0.0 | 17%[2.29 µM] | 1 | -8 | -8% | -3%[57.1 µM] | 15% | -0.3
Cc1cc(C)nc(SCC(=O)N/N=C/C=C/c2ccccc2)n1 | 0 | -1.4 | -13% | 4 | 10 | -9% | -14% | 3% | -0.6
COc1ccc(-c2nc3ccccc3s2)cc1NC(=O)c1cc2ccccc2o1 | 1 | -0.1 | 23% | 1 | x | -11% | 48%[activator] | -6% | -0.6
COc1ccc(NC(=O)COc2ccc(C)cc2)c([N+](=O)[O-])c1 | 1 | -0.6 | -14% | 8 | 8 | -5% | -16% | -10% | 0.6
O=C(C1CCN(S(=O)(=O)c2ccc3ccccc3c2)CC1)N1CCN(c2ncccn2)CC1 | 1 | 1.5 | 17%[57.1 µM] | -3 | -5 | -14% | 5%[57.1 µM] | -6% | -1.0
CCOC(=O)c1cc(-c2ccc(N3CCOCC3)cc2)nn1-c1ccccc1 | -2 | -1.7 | -10% | 0 | -14 | -6% | -8% | 6% | 0.3
More compounds:
SMILES | PI4K2A inh | D2 agonist | TrxR1 inh | TRHR enhancer | D2 antagonist | USP1 inh | TrxR1 substrate | mIDH1 inhibitor | TRHR agonist
CN1C(=O)C(O)(c2nnc(-c3ccccc3)o2)c2ccccc21 (configuration not stated) | -1 | x | 13%[57.1 µM] | 2 | x | 4% | 5% | -3% | -0.9
Cc1ccc(NC(=O)CCN2C(=O)c3ccccc3Sc3ncccc32)c(Cl)c1 | -11 | 0.1 | -2% | 8 | x | -6% | 2% | -16% | -0.1
COc1ccc(-c2csc(NC(=O)COC(=O)c3ccc(Br)o3)n2)cc1 | x | 0.8 | x | 7 | -5 | x | x | x | -0.2
COCCn1c(C)cc(O)c(C(c2ccccc2)N2CCN(C)CC2)c1=O (configuration not stated) | 1 | x | u | 2 | x | u | 5%[57.1 µM] | -9% | -0.2
CCOC(=O)CSC1=C(C#N)C(c2ccc(Cl)cc2)CC(=O)N1 (configuration not stated) | 3 | 0.2 | 21% | 14 | -35 | u | 1% | -3% | -0.4
Cc1noc(C)c1COc1ccccc1C(=O)N1CCN(S(=O)(=O)c2ccc(F)c(F)c2)CC1 | 4 | x | 29% | x | x | 6% | 4% | 25% | x
Cc1ccc(OCCCC(=O)N2CCOCC2)cc1 | -8 | 0.0 | 16%[57.1 µM] | -1 | 2 | -16% | -8%[57.1 µM] | -2% | 0.4
COc1ccccc1CNC(=O)Nc1cccs1 | 10 | -0.3 | -19% | 5 | -14 | -7% | 6% | -1% | -0.7
COc1ccc(C(=O)N2CCC(C(=O)N3CCN(Cc4ccccc4)CC3)CC2)cc1 | 4 | 0.7 | -19% | 0 | -4 | -2% | -13% | -3% | 0.5
Cc1ccc(S(=O)(=O)N(C)C)cc1NC(=S)Nc1ccc2[nH]c(=O)[nH]c2c1 | -2 | 1.4 | u | -3 | 49* | -1% | 0% | 4% | -0.9
Cc1sc2nc(SCC(=O)NCc3ccco3)n(CCc3ccccc3)c(=O)c2c1C | 1 | -0.3 | -16% | -3 | 13 | -15% | -6% | 1% | -0.7
COc1ccc(CN2CCN(c3cccc(C)c3C)CC2)cc1OC | 3 | -0.1 | -2% | 5 | -19 | -23% | -4% | -6% | -0.5
O=C1NCCCc2nc(Oc3ccccc3)sc21 | -2 | 0.3 | -6% | 10 | 3 | -16% | -4% | 3% | 0.0
CN1CCc2nc(NC(=O)c3cccc(OC(F)F)c3)sc2C1 | -6 | 0.3 | -1% | 5 | 23 | -1% | -10% | 5% | 0.8
COc1ccc(C(=O)N2CCC(CCC(=O)Nc3cccc(C)c3)CC2)cc1 | 5 | 0.0 | 0% | 6 | -1 | -2% | -7% | -2% | -1.3
O=C(NCC1CC1)c1onc(CSc2nc3ccccc3[nH]2)c1C(=O)NCC1CC1 | -1 | 0.0 | -17% | -11 | -2 | -15% | -18% | -1% | -1.4
COc1cccc2cc(C(=O)N(Cc3cccs3)CC3CCCO3)c(=O)oc12 (configuration not stated) | 1 | -0.6 | 27% | 3 | 2 | -7% | 1% | 5% | 0.1
CCC(C)C(N)C1=NC(C(=O)N[C@@H](CC(C)C)C(=O)N[C@H](CCC(=O)[O-])C(=O)N[C@H](C(=O)N[C@H]2CCCCNC(=O)[C@H](CC(N)=O)NC(=O)[C@@H](CC(=O)[O-])NC(=O)[C@H](Cc3cnc[nH]3)NC(=O)[C@@H](Cc3ccccc3)NC(=O)[C@H]([C@@H](C)CC)NC(=O)[C@@H](CCCN)NC2=O)[C@@H](C)CC)CS1.[Zn+2] (some centres not stated) | -4 | x | 4% | x | x | -9% | 3% | 32µM* | x
Cc1ccc(S(=O)(=O)N2CCOCC2)cc1C(=O)Nc1cccc(C(=O)NC2CC2)c1 | 1 | 0.4 | 15% | -1 | -18 | -7% | -1% | 5% | -0.6
CN(CC1COc2ccccc2O1)C(=O)c1ccc(N(C)C)cc1 (configuration not stated) | 2 | -0.1 | 16% | -6 | -14 | -26% | -2% | 8% | 0.0
C/C(CS(=O)(=O)c1ccc(Cl)cc1)=N/NC(N)=S | 2 | -0.2 | 3% | -1 | 11 | -9% | 11% | 0% | -2.0
O=C(NCc1ccccn1)c1cc(-c2ccc(-c3ccccc3)cc2)nc2ccccc12 | -1 | 1.4 | -4% | 20 | -10 | -23% | 76%[activator] | -15% | 1.1
CCc1nn2c(=O)cc(COC(=O)CNC(=O)c3ccccc3)nc2s1 | -2 | x | 9%[57.1 µM] | 4 | x | -7% | 2%[57.1 µM] | 16% | -0.7
CCCS(=O)(=O)N1CC(=O)N(c2ccc(Cl)cc2C)C(C)(C(=O)NC2CCCC2)C1 (configuration not stated) | -3 | 0.4 | 15% | 26 | x | u | -4% | -22% | -0.6

3 compounds drawn at random from those above, as already listed:
SMILES | PI4K2A inh | D2 agonist | TrxR1 inh | TRHR enhancer | D2 antagonist | USP1 inh | TrxR1 substrate | mIDH1 inhibitor | TRHR agonist
CCCS(=O)(=O)N1CC(=O)N(c2ccc(Cl)cc2C)C(C)(C(=O)NC2CCCC2)C1 (configuration not stated) | -3 | 0.4 | 15% | 26 | x | u | -4% | -22% | -0.6
COc1ccc(-c2csc(NC(=O)COC(=O)c3ccc(Br)o3)n2)cc1 | x | 0.8 | x | 7 | -5 | x | x | x | -0.2
CCc1nn2c(=O)cc(COC(=O)CNC(=O)c3ccccc3)nc2s1 | -2 | x | 9%[57.1 µM] | 4 | x | -7% | 2%[57.1 µM] | 16% | -0.7
